NPYLR7 ag: mosquito NPYLR7 agonism | actives 0.15% (n = 270,000) | AID 1259423 | activation, % at 10 µM | HEK293T NPYLR7/Galpha15, GCaMP6s calcium fluorescence; in the data active = activation above about 40%;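 also: 0% = vehicle and 100% = reference agonist at the receptor; some compounds past the cut are filed as inactive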
hcGAS lum: blocks human cGAS activity; recombinant h-cGAS, ATP depletion, Kinase-Glo luminescence; actives 0.081% (n = 290,000); Q8N884; inhibition, % at 12.5 µM;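 also: 0% = vehicle reaction and 100% = reaction without DNA for no activity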
Target sequence (Q8N884 whole entry, looked up): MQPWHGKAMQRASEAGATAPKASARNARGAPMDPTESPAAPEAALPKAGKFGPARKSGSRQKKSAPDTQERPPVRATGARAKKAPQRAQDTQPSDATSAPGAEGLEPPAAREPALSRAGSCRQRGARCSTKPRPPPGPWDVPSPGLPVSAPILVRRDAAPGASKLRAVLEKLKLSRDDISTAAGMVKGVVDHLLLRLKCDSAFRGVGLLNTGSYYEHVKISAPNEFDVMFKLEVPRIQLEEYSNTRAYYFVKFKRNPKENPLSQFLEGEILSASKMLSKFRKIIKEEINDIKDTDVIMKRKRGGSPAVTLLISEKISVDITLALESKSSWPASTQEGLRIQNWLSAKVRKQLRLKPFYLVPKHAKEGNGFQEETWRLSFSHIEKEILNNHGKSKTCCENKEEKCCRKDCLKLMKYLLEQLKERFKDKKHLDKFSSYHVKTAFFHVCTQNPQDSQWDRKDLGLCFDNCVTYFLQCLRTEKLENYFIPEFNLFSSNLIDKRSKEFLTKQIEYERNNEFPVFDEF
mcGAS inh: mouse cGAS inhibition by luminescence; recombinant cGAS, Kinase-Glo ATP depletion luminescence; inhibition, % at 12.5 µM; actives 0.15% (n = 160,000);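 also: 0% = negative control wells and 100% = reference inhibitor with no enzyme activity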
Active calls of the source: *; / = not tested or not shown; & = joins results of further samples. Rule as the data show it, unless noted: active = inhibition above about 40%; inactive = the rest.

SMILES	NPYLR7 ag	hcGAS lum	mcGAS inh
COCc1c(Br)c(C)nc(OCC(=O)N/N=C\c2cccc(Br)c2)c1C#N	11	-5	-5
COc1ccc(C(CC(=O)NCCN2CCCCC2)c2c[nH]c3ccccc23)c(OC)c1 (stereo not given)	6	-2	-5
O=C(O)CCCCCN1C(=O)CCC1=O	5	0	-3
COc1ccc(Nc2nc(-c3ccncc3)nc3ccccc23)cc1	2	-1	-7
Cc1ccc(-c2nn3c(C)nnc3s2)cc1N	0	0	/
CCOc1cccc(C(O)CC)c1 (stereo not given)	10	-8	/
CC(C)CC(O)CNC(=O)c1cnc2c(c1)c(=O)n(C)c(=O)n2C (stereo not given)	-1	-3	/
COc1cc(-c2c(-c3ccccc3)ncn2CCC2CCCN2C)ccc1O (stereo not given)	-3	-2	/
Cc1c2c(cc3c4c(c(=O)oc13)CCC4)C(O)CC1(CCCC(C)C1)O2 (stereo not given)	-11	-3	/
N#Cc1c(NC(=O)c2cnn3c(C(F)(F)F)cc(-c4ccccc4)nc23)sc2c1CCCCC2	-10	-3	-7
CC(Oc1ccccc1)C(=O)N1CCN(C(C)c2ccccc2)CC1 (stereo not given)	-5	-3	-4
CCC1CCCCN1C(=S)Nc1cccc(Cl)c1 (stereo not given)	-4	-5	-9
CCN(CC)C1CCN(c2nncc(-c3cccc(F)c3)n2)C1 (stereo not given)	0	-8	-9
CCC(Sc1nnc(C)n2c1cc1oc(C)cc12)C(=O)N1CCOCC1 (stereo not given)	4	-3	/
Fc1ccc(Nc2nc(-c3cccc(Br)c3)nc3ccccc23)cc1	-1	-3	-4
CCOC(=O)C(=O)Nc1cccc(-c2cccc(-c3ccc(F)cc3F)n2)c1	-11	4	0
CC(C)CNc1nc(N)c([N+](=O)[O-])c(N2CCN(C)CC2)n1	2	-8	-5
CCc1cc(=O)[nH]c(-n2nc(C)cc2NC(=O)Cc2ccc(OC)c(OC)c2)n1	2	-6	-8
COc1ccc(-c2ccc(S(=O)(=O)N3CCCCCC3)cc2)cc1	-1	-1	-5
CCCCN(CCCC)CCNC(=O)c1c(C)cc(C)[nH]c1=O	6	-3	/
CC(=O)Nc1sc(C)c(C)c1C(=O)OCC(=O)c1cc(C)n(-c2cc(C)on2)c1C	7	-2	/
COC(=O)c1ccc(COC(CN2CCN(C(=O)NC3C[C@H]3c3ccccc3)CC2)c2ccc(Cl)cc2)cc1 (stereo not given in full)	-1	-5	-6
CC(=O)Nc1ccc(C(=O)/C=C/c2ccc(-c3ccccc3[N+](=O)[O-])o2)cc1	-4	-1	/
CCCc1nn2c(=O)cc(O)nc2s1	-7	-4	/
O=C1C2C3C=CC(CC3)C2C(=O)N1c1ccc(F)cc1 (stereo not given)	-13	-5	-9

The listing continues:
SMILES	NPYLR7 ag	hcGAS lum	mcGAS inh
Cc1cccc(N2CCN(C(=O)CCc3ccc4c(c3)OCO4)CC2)c1C	2	-2	/
CCc1[nH]c2c(CNC(=O)c3ccc(=O)n(C)c3)cc(C)cc2c1C	6	-8	-15
COc1cccc(CN(CCc2c[nH]c3ccccc23)Cc2nc(C(=O)NCc3ccco3)co2)c1OC	2	6	-3
Cc1cc(O)c(C(=O)Nc2cccc(Cl)c2)c(=O)n1C	-3	-1	-8
O=C(c1cccc(F)c1)N(CCCn1ccnc1)c1nc2ccc(F)cc2s1	-12	-7	-8
O=S(=O)(N1CCCC1)N1CCCCC1CCc1ccccc1 (stereo not given)	-1	-2	-14
CC1(C)CN(C(=O)COc2ccccc2)CC(=O)N(CC(O)Cn2cccc2)C1 (stereo not given)	7	-4	-1
Cc1ccccc1S(=O)(=O)NC(=O)C1(C)CCN1C(=O)c1cc(C)n(C)n1 (stereo not given)	1	-5	/
Cc1ccc(C2(O)CCN(C(=O)c3nc[nH]c3C)CC2)nc1	10	-8	-12
OC1CCCN(c2ccnc(N3CC(c4cccnc4)C3)n2)C1 (stereo not given)	23	-3	-17
COCCCNc1ncnc2c1c(-c1ccccc1)cn2-c1ccc(F)cc1	1	-5	-9
Cc1ccc(NC(=O)CC(=O)N2CCNC(=O)C2Cc2ccccc2)c(C)c1 (stereo not given)	-1	-9	-12
COCC(=O)N(Cc1cc(-c2ccc(C)c(C)c2)on1)CC(C)C	19	-3	/
CCN(CC)S(=O)(=O)c1ccc2c(c1)nc(SCc1ccc(Cl)s1)n2CC1CCCO1 (stereo not given)	29	-4	-2
CCNC(=O)C1(C)CCCN(CC(=O)c2csc3ccccc23)C1 (stereo not given)	7	-7	/
CCCCc1nc(N2CCN(Cc3ccccn3)CC2)c2c(C)nn(-c3ccccc3)c2n1	7	-3	-4
CN1CCC(C2CCNCC2)CC1	-11	1	/
COc1ccc(CNC(=O)c2cccnc2N2CCN(C(=O)c3ccc(-c4cccc(Cl)c4)s3)CC2)cc1	-1	-5	-6
COC(=O)c1ccc(-c2nc(CN(C)Cc3cccc(OC)c3)c(C)o2)cc1	1	-6	/
Cc1ccsc1CNC(=O)Nc1cccnc1N1CCCC1	4	-3	/
CC(=O)N(CC(O)CO)c1c(I)c(C(=O)NCCO)c(I)c(C(=O)NCC(O)CO)c1I (stereo not given)	-2	-6	/
Cc1noc(CNC(=O)C(=O)NC2CCCCC2)n1	11	-6	/
CCN(CC)C(=O)CN1CCN(S(=O)(=O)c2ccc3[nH]c(=O)oc3c2)CC1	4	-6	/
COc1cccc(-c2cc(C(=O)N3CCN(C/C=C/c4ccccc4)CC3)nc3cc(C(C)(C)C)nn23)c1	9	-4&-6	-10&-4
Cc1nn(CC(=O)N2CC[C@H](O)[C@@H](O)C2)c(C)c1Cl	2	-5	/

Later entries.
SMILES	NPYLR7 ag	hcGAS lum	mcGAS inh
O=C(c1cc(Cl)cc(Cl)c1)N1CCC(CCc2ccc3c(c2)OCO3)CC1	3	-8	-5
COc1ccc(NC(=O)C2CCN(C(=O)[C@@H]3CCCN3C(=O)Nc3c(Br)cc(C(C)C)cc3Br)CC2)cc1	3	-10	-8
O=C(O)CC1(CC2=NS(=O)(=O)c3ccccc3N2)CCCC1	5	0	/
CC(C)C1CN(C(=O)CCN2CCCC2=O)CCCN1Cc1ccc(F)cc1 (stereo not given)	1	5	/
COc1ccccc1-c1cc2c(n(Cc3ccccc3)c1=O)CCN(C(=O)CCc1cnccn1)C2	19	-28	-9
Cc1noc(-c2ccc(OC(F)(F)F)cc2)c1C(=O)NCCc1ccc(F)cc1	4	-9	-7
N#CCn1c(CN2CCCCC2C(N)=O)nc2scc(-c3ccccc3)c2c1=O (stereo not given)	11	-12	/
O=C(O)CCN1C(=O)/C(=C/c2ccccc2[N+](=O)[O-])SC1=S	-2	-5	/
O=C(CCC1CCCN(Cc2cccc3c2oc2ccccc23)C1)N1CCOCC1 (stereo not given)	7	-6	/
O=C(NCCSCCCO)c1ccc(C2CCCCC2)cc1	-8	-7	3
CC(C)N1C(=O)C2(SCCN2C(=O)C2CCC2)c2ccccc21 (stereo not given)	13	-9	-7
CN1CCN2C[C@@H](NC(=O)C3Nc4ccccc4C4C=CCC34)C[C@H]2C1 (stereo not given in full)	31	-7	-11
CN1C(=O)/C(=C2\SC(c3ccccc3)=NC2=O)c2ccccc21	-6	-3	-3
O=C1/C(=C/c2csnn2)CCOc2cc(Br)ccc21	13	-6	53*
COc1cc2c(cc1OC)CN(C1CCCN(Cc3ccc4c(c3)OCCO4)C1)CC2 (stereo not given)	2	-8	/
C=C(Br)Cn1c(-c2ccccc2)nc2ccccc21	0	-9	-5
O=C(NC(C1CC1)C1CC1)C1CCN(S(=O)(=O)c2ccccc2C(F)(F)F)CC1	5	-6	-9
O=C1CN(C(=O)CCNS(=O)(=O)c2ccc(C3CCCCC3)cc2)CCN1	6	-2	/
CC(C)Oc1ccc(C(=O)NC2CC(=O)N(CCOc3ccccc3)C2)cn1 (stereo not given)	-9	-1	/
C=CCn1c(=O)c2c(nc3n2CCN3c2ccccc2OC)n(C)c1=O	3	-8	-8
S=c1nc[nH]c2cc(-c3ccc(Cl)cc3)sc12	5	-6	/
c1cncc(-c2nc(CCNCc3nc(-c4ccco4)no3)cs2)c1	-5	-1	-11
NC(=NOC(=O)Cc1ccc(-c2ccccc2)cc1)c1ccccc1	-7	-6	-7
S=C1OC(c2ccccc2)=C/C1=C/N1CCOCC1	-3	6	14
O=C(NCc1ccccn1)c1cccc(OC2CCN(C(=O)c3cscn3)CC2)c1	23&6	3&2	/

15 entries already listed, ordered by SMILES length, highest first.
SMILES	NPYLR7 ag	hcGAS lum	mcGAS inh
COc1ccc(NC(=O)C2CCN(C(=O)[C@@H]3CCCN3C(=O)Nc3c(Br)cc(C(C)C)cc3Br)CC2)cc1	3	-10	-8
COc1ccccc1-c1cc2c(n(Cc3ccccc3)c1=O)CCN(C(=O)CCc1cnccn1)C2	19	-28	-9
O=C(NC(C1CC1)C1CC1)C1CCN(S(=O)(=O)c2ccccc2C(F)(F)F)CC1	5	-6	-9
CN1CCN2C[C@@H](NC(=O)C3Nc4ccccc4C4C=CCC34)C[C@H]2C1 (stereo not given in full)	31	-7	-11
COc1cc2c(cc1OC)CN(C1CCCN(Cc3ccc4c(c3)OCCO4)C1)CC2 (stereo not given)	2	-8	/
O=C(c1cc(Cl)cc(Cl)c1)N1CCC(CCc2ccc3c(c2)OCO3)CC1	3	-8	-5
N#CCn1c(CN2CCCCC2C(N)=O)nc2scc(-c3ccccc3)c2c1=O (stereo not given)	11	-12	/
O=C(CCC1CCCN(Cc2cccc3c2oc2ccccc23)C1)N1CCOCC1 (stereo not given)	7	-6	/
CC(C)C1CN(C(=O)CCN2CCCC2=O)CCCN1Cc1ccc(F)cc1 (stereo not given)	1	5	/
CN1C(=O)/C(=C2\SC(c3ccccc3)=NC2=O)c2ccccc21	-6	-3	-3
c1cncc(-c2nc(CCNCc3nc(-c4ccco4)no3)cs2)c1	-5	-1	-11
O=C(O)CC1(CC2=NS(=O)(=O)c3ccccc3N2)CCCC1	5	0	/
O=C1/C(=C/c2csnn2)CCOc2cc(Br)ccc21	13	-6	53*
S=c1nc[nH]c2cc(-c3ccc(Cl)cc3)sc12	5	-6	/
S=C1OC(c2ccccc2)=C/C1=C/N1CCOCC1	-3	6	14

Next structures:
SMILES	NPYLR7 ag	hcGAS lum	mcGAS inh
O=C(c1nc(N2CCCC2)ncc1Cl)N1CCCC2CCCCC21 (stereo not given)	-1	5	/
O=C(Nc1ccncc1)c1cccnc1SCc1cccc([N+](=O)[O-])c1	0	-7	-6
O=[N+]([O-])c1cc(C(F)(F)F)cc([N+](=O)[O-])c1N=C1CCN(c2ccccc2)N1	9	-5	/
O=C1C(=O)N(CCN2CCOCC2)C(c2ccccc2F)C1=C(O)c1ccccc1 (stereo not given)	4	-3	-5
CCn1nc(C(=O)Nc2ccc(N3CCCC3)nc2)c2ccccc2c1=O	16	-13	/
COC(=O)C1=C(O)/C(=C\c2cc(OC)cc(OC)c2)SC1=Nc1ccccc1OC	12	-8	-3
Cc1cc(=O)n2nc(-c3ccccc3)cc2n1CC(O)CN1C(=O)c2ccccc2C1=O (stereo not given)	0	7	/
CCOc1ccc(NC(=O)Nc2ccc(N3CCC(C)CC3)c(C(=O)NCCCOC)c2)cc1	-1	1	-3
CSc1nn(CC(=O)Nc2c(C)cc(C)cc2C)c(N)c1S(=O)(=O)c1ccc(C)cc1	-15	-1	-1
NC(=O)c1cccc(-c2ccc3c(c2)COCC(=O)N3CCN2CCOCC2)c1	11	-7	/
COc1ccnc(N2Cc3cnc(CC(C)C)nc3C2)n1	-2	1	2
CCc1ccc(N2NC(=O)/C(=C/c3cccn3-c3ccc(S(N)(=O)=O)cc3)C2=O)cc1	3	-9	-8
COCCCn1c(=S)[nH]c2sc(C)c(C)c2c1=O	-6	6	/
CCn1c(CC2CCN(Cc3c(CO)cnc(C)c3O)CC2)nn(C)c1=O	14	-11	-12
O=C(Cc1ccccc1)NCc1nnc(SCC(=O)Nc2nccs2)n1-c1ccc(F)cc1	-6	-5	/
Cc1cccc(CCCOCCOC(=O)NCCCn2cccn2)n1	-20	1	0
Cc1cccc(Cn2nccc2NC(=O)C2(C)CC2(Cl)Cl)c1 (stereo not given)	10	-7	/
COCCCNC(=O)CN1CCN(C(=O)Nc2ccccc2C)CC1	2	-5	-16
Cc1nc(N2CCN(c3ccccc3)CC2)nc2c1C(=O)CC(c1ccccc1)C2 (stereo not given)	0	-4	/
Cc1oc(C)c(C(=O)NC(C)c2ccncc2)c1C (stereo not given)	1	-10	/
Cc1cc(CC(=O)NC(CC(C)C)c2nnc3n2CCNCC3)on1 (stereo not given)	10	-1	-12
CC(=O)Nc1ccccc1C(=O)C(=O)O	2	-5	-4
COc1cc(-c2cc(CN(C)S(=O)(=O)c3ccccc3)no2)cc(OC)c1OC	23	-6	/
CCCCCc1ccc(C(=O)NC(Cc2ccccc2)C(=O)Nc2cc(C(C)(C)C)nn2-c2ccccc2C)cc1 (stereo not given)	19	-7	-4
CCN(CC)C(=O)COC(=O)C12CC3CC(CC(Br)(C3)C1)C2	-3	-3	/

(continued)
SMILES	NPYLR7 ag	hcGAS lum	mcGAS inh
Cc1nc(C)c(-c2ccc(SCc3ccccc3)nn2)s1	10	-5	-6
C=C1C2(C(=O)Oc3ccc(C(=O)OC)cc3)CCC(C2)C1(C)C (stereo not given)	-1	-4	/
CC(C)c1ccccc1OCc1nc(C(=O)NCCN2CCOCC2)cs1	1	-5	-6
O=C(CNC(=O)c1ccccc1Br)N=Nc1c(O)[nH]c2ccc([N+](=O)[O-])cc12	3	0	-6
CCCCC(=O)N1CCN(c2cc(Cl)nc(SCC(=O)O)n2)CC1C (stereo not given)	11	-2	/
Cc1nc2ccccc2n(C(C)C(=O)Nc2ccccc2Cl)c1=O (stereo not given)	0&-2	-6&3	/
Cc1nn(C)c2nc(C3CC3)cc(C(=O)NCc3nnc4n3CCCCC4)c12	10	-3	/
Cc1nc(N)sc1N=Nc1ccc(Br)cc1	4	-8&-7	/
CC(=O)c1nc(N2C(=O)C3CC=C(C)CC3C2=O)sc1C (stereo not given)	14	-9	/
Cc1nn(C)c(C)c1CCC(=O)NC1CCN(C2CCSCC2)CC1	/	-7	-7

Assay outcomes from PubChem.
